NTR1 agonist – agonists of NTR1, primary screen, imaging, U2OS cells, beta-arrestin-GFP, high content (AID 493036); NTR1-U2OS beta-arrestin-GFP spot imaging, agonist mode; activation, % at 20 µM; P30989; 0.17% of 330,000 active;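 active = activation at or above 40% of the spot to cytoplasm intensity ratio, with at least 20 cells analyzed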;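 note: 0% = DMSO without peptide and 100% = 100 nM NTR1 peptide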
Target sequence (P30989 whole entry, looked up): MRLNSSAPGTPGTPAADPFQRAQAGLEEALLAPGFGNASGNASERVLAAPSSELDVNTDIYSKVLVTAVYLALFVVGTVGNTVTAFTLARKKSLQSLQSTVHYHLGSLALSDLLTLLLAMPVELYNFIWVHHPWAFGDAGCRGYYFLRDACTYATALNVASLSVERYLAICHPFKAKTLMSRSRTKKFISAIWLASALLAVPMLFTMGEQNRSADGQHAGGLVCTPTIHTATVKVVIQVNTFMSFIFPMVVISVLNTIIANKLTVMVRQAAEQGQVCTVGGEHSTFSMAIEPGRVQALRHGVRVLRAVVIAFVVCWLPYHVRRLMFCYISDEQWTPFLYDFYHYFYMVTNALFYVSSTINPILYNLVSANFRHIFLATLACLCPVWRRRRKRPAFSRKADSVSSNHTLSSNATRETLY
Rac1 GTP hydrolysis – MgcRacGAP GTPase-activating activity inhibitors, confirmation, biochemical, ADP Hunter fluorescence; inhibition, % at 30 µM; hits with a dose series show IC50 in µM; MgcRacGAP-stimulated Rac1 GTP hydrolysis, ADP Hunter fluorescence; higher % means a stronger effect; GST-tagged Rac1 F28L mutant substrate; AID 624330; 0.6% of 340,000 active;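 active = first-screen hits whose inhibition reached a set limit at any dose in the follow-up dose series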;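 note: fluorescence reports GDP produced by GAP-driven GTP hydrolysis; strong numbers were not always called active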
GPR35 arrestin U2OS – GPR35 antagonists blocking zaprinast-driven arrestin recruitment, primary screen, imaging, U2OS, beta-arrestin-GFP, zaprinast agonist (AID 2058); U2OS GPR35 beta-arrestin-GFP translocation imaging, zaprinast antagonism; higher % means a stronger effect; 0.052% of 290,000 active; one-dose inhibition, % at 10 µM; IC50 in µM for titrated hits;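 active = inhibition of at least 50% with at least 30 cells and total cytoplasm GFP at most 10,000,000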
NOD1 inhibition – NOD1 signaling inhibitors, primary screen, cell-based, luminescence, uHTS (AID 1578) | NOD1-driven NF-kB luciferase reporter cells, luminescence; higher % means a stronger effect | inhibition, % at 4 µM, or EC50 in µM where a hit was titrated | 1% of 290,000 active; in the data active = inhibition mostly above about 36%, no sharp cut-off; inactive = mostly below about 34%;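 note: HEK-293T reporter cells stimulated with the NOD1 agonist gamma-tri-DAP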
KOR beta-arrestin-1 – kappa opioid receptor activators – cell-based, luminescence, uHTS, primary screen (AID 1777); KOR beta-arrestin recruitment, luminescence; higher % means a stronger effect; activation, % at 10 µM, or EC50 in µM where a hit was titrated; 0.02% of 280,000 active; in the data active = activation above about 50%, passing the limit was not always enough; note: a part of the inactive calls stands beside numbers as strong as those of hits
GPR55 antagonists – GPR55 antagonists blocking LPI-driven arrestin recruitment, primary screen, imaging, U2OS, beta-arrestin-GFP, LPI agonist (AID 2013); inhibition, % at 10 µM; hits with a dose series show IC50 in µM; U2OS GPR55 beta-arrestin-GFP translocation imaging, LPI antagonism; higher % means a stronger effect; 0.13% of 290,000 active;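 active = spots per cell inhibited over 60%, with over 100 cells counted and total cytoplasm intensity under 500,000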;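 note: U2OS cells stably carrying GPR55 and arrestin-GFP stimulated by 5 µM LPI near EC80; imaged beta-arrestin-GFP aggregate spots per cell after agonist stimulation; plate controls were LPI-stimulated DMSO wells for no effect and DMSO wells without LPI for full effect; some results filed as inactive read as strong as hits; confirmed hits need IC50 under 10 µM and bright autofluorescent wells are also inconclusive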
UTI89 phage lysis – inhibition of K1F phage lysis, E. coli UTI89, bacterial capsule biogenesis inhibitors, alamar blue (AID 488966). E. coli UTI89 K1F phage lysis, alamar blue, 2 h; higher % means a stronger effect. one-dose inhibition, % at 100 µM; IC50 in µM for titrated hits. 0.02% of 340,000 active;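 active = phage lysis inhibition, versus mean bacterial control, above a set limit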;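 note: capsule biogenesis inhibitors block K1F phage lysis so surviving cells raise fluorescence; higher fluorescence means more inhibition of phage lysis; actives were called in the ten point dose series up to 300 µM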
GPR55 beta-arrestin – selective activators of receptor GPR55 – imaging, U2OS cells, beta-arrestin-GFP redistribution, primary screen (AID 1961). activation, % at 10 µM; hits with a dose series show EC50 in µM. U2OS GPR55 beta-arrestin-GFP redistribution imaging; higher % means a stronger effect. 0.048% of 290,000 active;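 active = activation above 40% with more than 50 cells counted in the well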;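 note: U2OS osteosarcoma cells stably expressing GPR55 and beta-arrestin-GFP; plate controls were DMSO negative control for no effect and LPI positive control for full effect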
KOR beta-arrestin-2 – KOR antagonists, beta-arrestin recruitment, cell-based, luminescence, uHTS (AID 1778). KOR beta-arrestin recruitment, luminescence, antagonist mode; higher % means a stronger effect. inhibition, % at 10 µM; hits with a dose series show IC50 in µM. 0.091% of 290,000 active; in the data active = inhibition above about 50%; note: strong numbers were not always called active
NTR1 agonist cell count 20 µM – also measured in NTR1 agonist; calls as there; cell count; measured here: cell count, cytotoxicity flag
An asterisk follows results filed as active; nt = not tested or not shown; [ ] = dose if it differs, or a comment. An excerpt. The share of hits here may be higher or lower than overall.

SMILES | NTR1 agonist | NTR1 agonist cell count 20 µM | Rac1 GTP hydrolysis | GPR35 arrestin U2OS | NOD1 inhibition | KOR beta-arrestin-1 | GPR55 antagonists | UTI89 phage lysis | GPR55 beta-arrestin | KOR beta-arrestin-2
COc1ccc(-n2nc(C(=O)NCC(=O)N(C)Cc3ccccc3)c3ccccc3c2=O)c(OC)c1 | 0.6 | 41 | 4% | 4% | -8% | 0.2% | 1% | 0.1% | -0.2% | -39%
CCN(C(=O)CSc1nnc(Cc2ccccc2F)n1N)C1CCS(=O)(=O)C1 (stereo not drawn) | -0.1 | 35 | 10% | -4% | -18% | 0.0% | -6% | 0.5% | 0.0% | -4%
O=C1CCCCCN1CP(=O)(O)CCc1ccccc1 | -0.3 | 53 | -1% | -16% | 10% | -2.9% | 12% | 3.5% | 0.1% | 9%
Cc1cc[n+]2cc(-c3cccc([N+](=O)[O-])c3)c(-c3cccc([N+](=O)[O-])c3)cc2c1 | -0.3 | 52 | 10% | 13% | -27% | 1.4% | -7% | 2.3%[50 µM] | -0.2% | -27%
O=C(c1ccco1)N1CCC(c2nc(-c3ccc(F)cc3)no2)CC1 | 1.1 | 61 | 7% | 7% | 22% | 2.7% | 10% | 8.2% | -0.1% | -55%
CCOc1ccc2nc(NC(=O)CSc3nc(SC)ns3)sc2c1 | 5.3 | 34 | 2% | 14% | 7% | 0.5% | -19% | 0.3% | -0.1% | -13%
Cc1ccc(CCC(=O)Nc2ccc([N+](=O)[O-])cc2Cl)o1 | -0.2 | 56 | 1% | 13% | -12% | 0.0% | nt | 3.6% | 0.0% | 29%
CCCc1nnc(NC(=S)Nc2ccccc2)s1 | 4.8 | 61 | -8% | -1% | -50% | -5.3% | 19% | -0.1% | -0.2% | 18%
Cc1ccc(C)c(NC2=C(Cl)C(=O)OC2OC(C)C)c1 (stereo not drawn) | -0.2 | 30 | 5% | -19% | -28% | 0.1% | -6% | 1.2% | 0.3% | -15%
Cn1cc(Cl)cc(C(=O)Nc2ccccc2)c1=O | 0.8 | 82 | 4% | 4% | -10% | -1.2% | -5% | 0.3%[50 µM] | -0.1% | -2%
CN(C)C(=O)Nc1cnc2ccccc2c1 | 3.3 | 48 | 9% | 13% | -26% | -2.1% | 0% | 0.3% | -0.1% | -6%
Nc1c(C(=O)Nc2ccc(Cl)c(Cl)c2)sc2nc(-c3cccnc3)ccc12 | 1.9 | 52 | nt | 2% | -42% | 8.5% | 27% | nt | 0.0% | -27%
CC(NC(=O)CN(C1CCCCC1)S(C)(=O)=O)c1ccccc1 (stereo not drawn) | 0.3 | 49 | 7% | -3% | -16% | 1.3% | -4% | 0.9% | -0.4% | 26%
COc1ccc2c(c1)c(=O)c(C(=O)c1ccccc1)cn2Cc1ccccc1 | -3.0 | 72 | -9% | 6% | 44% | 0.8% | 5% | 0.7% | -0.2% | 7%
Cc1cc(Cl)ccc1OCC(=O)NNC(=O)c1cnccn1 | -0.5 | 22 | 1% | -13% | -15% | -13% | -3% | -0.1% | 0.6% | 25%
COc1ccc(OC)c(/C=N/NC(=O)CNC(=O)c2ccc(S(=O)(=O)N3CCCC3)cc2)c1 | -1.6 | 90 | 10% | -9% | -41% | 3.8% | 6% | -0.1% | 0.3% | -34%
Cc1ccccc1C(=O)NC1CCN(C(=O)Nc2ccccc2Cl)CC1 | 2.1 | 46 | -1% | 8% | -12% | -0.7% | 8% | 0.5% | -0.2% | 0%
Cn1c(=O)c(=O)n(C)c2cc(S(=O)(=O)CCC(=O)N3CCOCC3)ccc21 | -2.2 | 70 | 1% | 6% | 19% | -3.6% | -7% | -3.5% | -0.2% | -21%
COc1ccc(-n2c(=S)[nH]c3cc(C(=O)NCCCN4CCOCC4)ccc3c2=O)cc1 | 0.5 | 37 | 10% | -4% | -5% | -1.2% | 12% | 0.5% | 0.2% | -26%
Cc1nn(C)c(C)c1CN(C)C(=O)C1(C)CC1(Br)Br (stereo not drawn) | 1.7 | 45 | 6% | -10% | -9% | 8.8% | 11% | 2.8%[50 µM] | -0.2% | 2%
COC(=O)Cc1[nH]nc2c1C(c1cc(OC)c(OC)c(OC)c1)C(C#N)=C(N)O2 (stereo not drawn) | 2.7 | 69 | 7% | 5% | -2% | -4.2% | 5% | -0.2% | -0.1% | 20%
COc1ccc(/C=C/c2cc(C(F)(F)F)on2)cc1 | 0.4 | 52 | -1% | -7% | -5% | 9.2% | -7% | -0.2% | 0.5% | 33%
Cc1ccc(NC(=O)CN2C(=O)COc3ccc(S(=O)(=O)N4CCOCC4)cc32)cc1F | -0.8 | 75 | -34% | 3% | -10% | 0.5% | 1% | -0.1% | -0.1% | -4%
Cc1ccc2[nH]c(=O)c(COC(=O)c3cccs3)cc2c1 | 2.5 | 52 | -1% | -2% | -19% | 9.7% | 4% | -4.3% | -0.8% | -15%
CSCCC(NS(=O)(=O)c1ccc2c(c1)Cc1cc(S(=O)(=O)NC(CCSC)C(=O)O)ccc1-2)C(=O)O (stereo not drawn) | -0.5 | 88 | 0% | -2% | 10% | 0.1% | -2% | -0.1% | -0.1% | 8%
COc1ccc(CN2CCN(Cc3cccn3-c3ncccn3)CC2CCO)c(C)c1C (stereo not drawn) | 0.6 | 92 | 3% | -3% | 23% | -5.1% | 8% | 1.7% | -0.3% | -5%
CCOC(=O)N1CCN(C(=O)CSc2nc3c([nH]c4ccccc43)c(=O)n2C)CC1 | 3.7 | 63 | 4% | 8% | -16% | 2.0% | 5% | 0.2% | -0.5% | 13%
Nc1ccccc1NC1CCCCC1 | nt | nt | 10% | 16% | 10% | 2.3% | -1% | 0.5% | -0.2% | -3%
CCc1nn(C(C)C(=O)NC2CCCCCC2)c(=O)c2cc3occc3n12 (stereo not drawn) | 0.7 | 59 | 10% | -9% | 6% | 0.2% | 17% | 0.0% | 0.0% | 2%
O=C(N/N=C/c1ccc(O)cc1)c1cc(-c2ccc3c(c2)OCO3)n[nH]1 | -1.8 | 60 | 16% | 19% | -16% | -0.4% | -1% | 1.9%[50 µM] | -0.2% | 12%
CCOCCCNC(=S)N(CCO)Cc1cc2cc3c(cc2[nH]c1=O)OCCO3 | 0.5 | 57 | 16% | 4% | -17% | -5.1% | -8% | -0.5% | -0.2% | 4%[20 µM]
Cc1[nH]c2ccccc2c1Cc1nnc(SCc2ccccc2)o1 | -2.1 | 39 | 5% | 1% | -12% | 1.6% | -8% | -1.0% | -0.2% | -8%
O=C(Nc1ccc(N2CCOCC2)cc1N1CCOCC1)c1cccc([N+](=O)[O-])c1 | 1.6 | 59 | 7% | 0% | -14% | -3.2% | 6% | 1.1%[50 µM] | -0.1% | 14%
Cc1nnc(-c2ccc(Oc3ccc(Br)cc3)c([N+](=O)[O-])c2)o1 | 0.6 | 53 | -5% | -10% | -6% | 6.7% | -5% | 4.9% | 0.2% | -21%
O=C(CSc1nnnn1-c1ccc2c(c1)CCC2)NCc1cccs1 | -0.3 | 42 | -3% | -2% | -29% | -5.9% | -6% | 0.7% | -0.1% | 26%
O=C(NCc1cccnc1)c1ccc(Cl)c(S(=O)(=O)Nc2ccccc2C(=O)NCc2cccnc2)c1 | -1.1 | 53 | 0% | -10% | -28% | -24% | 1% | 0.5% | 1.2% | 29%
CCN(CCCNC(=O)C1CCC(=O)N1Cc1ccc(C)cc1)c1cccc(C)c1 (stereo not drawn) | -0.7 | 47 | 16% | 3% | 3% | 8.7% | 3% | 1.1% | 1.3% | 8%
CN1CCN(c2nc(-c3cc4ccccc4o3)cs2)CC1 | 0.4 | 44 | 3% | -2% | -37% | -3.4% | 11% | 0.7% | -0.1% | -12%
NS(=O)(=O)c1ccc(NC(=S)N2CCC(O)CC2)cc1 | -0.6 | 55 | -22% | 5% | -18% | -3.6% | 10% | -1.2% | 0.5% | 1%
CCC(=O)Nc1cccc(C2=NOC3(C2)C[C@@H](C(N)=O)N(C(=O)COc2ccc(Cl)cc2)C3)c1 (stereo partly drawn) | 5.6 | 59 | 13% | -21% | 5% | 5.5% | -2% | 0.5% | -0.1% | -7%
CC(C)c1ccc(Nc2nc(Cl)nc(NCCO)n2)cc1 | 7.4 | 60 | 2% | -11% | -33% | -0.7% | -3% | 0.2% | -0.3% | -71%[20 µM]
COc1cc(NS(=O)(=O)c2cc(C(=O)N3CCN(C(C)=O)CC3)ccc2OC)cc(OC)c1 | 1.1 | 32 | 8% | -6% | -23% | -5.3% | 6% | -0.2% | -0.2% | 11%
COC(=O)c1ccccc1NC(=O)c1ccc(COc2ccc3c(c2)CCC3)cc1 | 0.7 | 45 | 7% | 10% | -35% | -4.1% | 3% | 3.6% | 0.0% | 10%
Cc1cc(-c2ccccc2)nc(N(C)NC(=O)C2CC2)c1S(C)(=O)=O | 0.2 | 43 | 2% | 2% | -20% | 8.4% | 6% | 0.1% | 0.2% | -7%
COc1ccc(S(=O)(=O)N(C)CC(=O)N2CCN(c3ccccc3)CC2)cc1 | -0.4 | 38 | -4% | 21% | 33% | 7.3% | -3% | 0.4% | 0.0% | 2%
COc1cc2c(cc1OC)CN(CCOc1ccc(Br)cc1)CC2 | -1.0 | 103 | 6% | 0% | -10% | 1.8% | 8% | -0.1% | 0.0% | -22%

One compound at a time, as listed above. Values in the order: NTR1 agonist | NTR1 agonist cell count 20 µM | Rac1 GTP hydrolysis | GPR35 arrestin U2OS | NOD1 inhibition | KOR beta-arrestin-1 | GPR55 antagonists | UTI89 phage lysis | GPR55 beta-arrestin | KOR beta-arrestin-2
NS(=O)(=O)c1ccc(NC(=S)N2CCC(O)CC2)cc1 is entered as -0.6 | 55 | -22% | 5% | -18% | -3.6% | 10% | -1.2% | 0.5% | 1%
Cc1cc(-c2ccccc2)nc(N(C)NC(=O)C2CC2)c1S(C)(=O)=O is entered as 0.2 | 43 | 2% | 2% | -20% | 8.4% | 6% | 0.1% | 0.2% | -7%
COc1cc2c(cc1OC)CN(CCOc1ccc(Br)cc1)CC2 is entered as -1.0 | 103 | 6% | 0% | -10% | 1.8% | 8% | -0.1% | 0.0% | -22%
CN1CCN(c2nc(-c3cc4ccccc4o3)cs2)CC1 is entered as 0.4 | 44 | 3% | -2% | -37% | -3.4% | 11% | 0.7% | -0.1% | -12%

Source: PubChem BioAssay (several laboratories)
